Source: PubChem (several laboratories)
NS5 inhibitors = flavivirus cap methylation enzyme inhibition – biochemical, confirmation dose response, primary screen (AID 588689); Dengue-2 NS5 methyltransferase capping enzyme assay, biochemical; higher % means a stronger effect; one-dose inhibition, % at 25 µM; IC50 in µM for titrated hits; 340,000 tested, 0.3% active; in the data active = a potency from the dose series; inconclusive = inhibition above about 29% without an active follow-up result
GPR35 arrestin U2OS = GPR35 antagonists blocking zaprinast-driven arrestin recruitment, primary screen, imaging, U2OS, beta-arrestin-GFP, zaprinast agonist (AID 2058); U2OS GPR35 beta-arrestin-GFP translocation imaging, zaprinast antagonism; higher % means a stronger effect; inhibition, % at 10 µM; hits with a dose series show IC50 in µM; 290,000 tested, 0.052% active;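 active = inhibition of at least 50% with at least 30 cells and total cytoplasm GFP at most 10,000,000; inconclusive = under 30 cells or total GFP of 10,000,000 plus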
RSV CPE inhibition = RSV antiviral activity via CPE protection, HEp-2 cells, primary 10 µM value included (AID 2391); HEp-2 cells, RSV-induced CPE inhibition; higher % means a stronger effect; one-dose CPE inhibition, % at 10 µM; IC50 in µM for titrated hits; 310,000 tested, 0.13% active; in the data active = a potency from the dose series; inconclusive = CPE inhibition mostly from about 23% at the one dose, without a potency; inactive = the rest, 99 in 100 with CPE inhibition below about 21%; also: strong numbers were not always called active
Salmonella PhoP GFP = PhoP-dependent GFP reporter repression – Salmonella Typhimurium, primary screen (AID 1863). S. Typhimurium PhoP-regulated promoter GFP reporter, 4 h; higher % means a stronger effect. inhibition, % at 50 µM; hits with a dose series show IC50 in µM. 300,000 tested, 0.16% active;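 active = inhibition over 29.93%, a cutoff 3 SD above the screen mean, later confirmed by dose response; inconclusive = inhibition over 29.93% but no dose response follow-up; inactive = inhibition at most 29.93% or unconfirmed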;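 also: 0% = low Mg2+ inducing control and 100% = high Mg2+ repressing control; strong numbers were not always called active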
West Nile antiviral = West Nile virus antiviral activity, cell-based, CPE readout (AID 1621); West Nile virus-infected cells, CPE inhibition; higher % means a stronger effect; CPE inhibition, % at 10 µM, or IC50 in µM where a hit was titrated; 290,000 tested, 0.02% active; in the data active = a potency from the dose series; inconclusive = CPE inhibition mostly from about 3.7% at the one dose, without a potency; inactive = the rest, 99 in 100 with CPE inhibition below about 2.2%; also: strong numbers were not always called active
Large T inhibition = TAg ATPase/helicase activity blockers – biochemical (AID 1903) | 310,000 tested, 0.39% active | one-dose inhibition, % at 20 µM; IC50 in µM for titrated hits | SV40 large T antigen ATPase/helicase inhibition assay; higher % means a stronger effect; in the data active = a potency from the dose series; inconclusive = inhibition mostly from about 32% at the one dose, without a potency; inactive = the rest, 99 in 100 with inhibition below about 32%; also: strong numbers were not always called active
MgcRacGAP inhibition = MgcRacGAP GTPase-activating activity inhibitors, confirmation, biochemical, ADP Hunter fluorescence | 340,000 tested, 0.6% active | MgcRacGAP-stimulated Rac1 GTP hydrolysis, ADP Hunter fluorescence; higher % means a stronger effect; GST-tagged Rac1 F28L mutant substrate | inhibition, % at 30 µM, or IC50 in µM where a hit was titrated;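 active = first-screen hits whose inhibition reached a set limit at any dose in the follow-up dose series; inconclusive = inhibition above the set first-screen limit but never retested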;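 also: fluorescence reports GDP produced by GAP-driven GTP hydrolysis; strong numbers were not always called active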
LYP phosphatase = PTPN22 lymphoid phosphatase activity blockers – biochemical, fluorescence intensity, uHTS (AID 1779) | recombinant LYP phosphatase, fluorescence intensity; higher % means a stronger effect | one-dose inhibition, % at 11.5 µM; IC50 in µM for titrated hits | 290,000 tested, 0.054% active; in the data active = inhibition above about 50%;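 also: plate controls were vehicle with enzyme for no effect and no enzyme for full effect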
ER stress rescue = protection against thapsigargin-triggered cell killing – 384-well, CSM14.1, ATP luminescence, primary screen (AID 1222). CSM14.1 thapsigargin-induced death rescue, ATP luminescence; higher % means a stronger effect. one-dose cellular ATP content (survival), % at 20 µM; EC50 in µM for titrated hits. 190,000 tested, under 10 active;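 active = EC50 below 50 µM in the dose-response confirmation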;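 also: death triggered by thapsigargin at about 15 µM added after 2 h compound pretreatment; cell ATP read after overnight thapsigargin exposure of roughly 18 to 22 hours; normalized against plate controls of thapsigargin alone and 5% DMSO vehicle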
NS5 inhibitors pilot replicate = second read-out of NS5 inhibitors, no call of its own (marks repeat the call); inhibition, %; measured here: pilot screen replicate inhibition
The depositor's hits bear a star; ? = inconclusive; . = no result given; & = joins results of further samples.

SMILES | NS5 inhibitors | GPR35 arrestin U2OS | RSV CPE inhibition | Salmonella PhoP GFP | West Nile antiviral | Large T inhibition | MgcRacGAP inhibition | LYP phosphatase | ER stress rescue | others
O=C(/C=C/c1ccc(OCCCF)cc1)N1CCOCC1 | -3% | -6% | 2.9% | -4% | 0.3% | 15% | 7% | 2% | .
COc1ccccc1NC(=O)N1CCCC1C(=O)Nc1ccc2c(c1)OCO2 (centres undefined) | 0% | 6% | 1.0% | -11% | 1.0% | -5% | 6% | 2% | -1.6%
CC(C)CN(CC(C)C)c1nnc(N)s1 | -3% | 1% | 0.4% | 0% | . | 24% | 6% | 0% | -3.4%
COc1ccc(Cl)cc1NC(=O)CN(C)C(=O)Cn1c(=O)oc2ccccc21 | -1% | . | -0.6% | 2% | . | -3% | 6% | . | .
CCOc1ccc(N2C(=O)CN(O)C=C3N=c4ccccc4=C32)cc1 | . | -4% | 3.8% | -5% | -0.7% | -6% | . | -3% | -0.4%
CC(C)N=C(NC#N)SCc1ccc(Br)cc1 | -3% | -11% | 2.2% | 5% | -0.9% | 25% | 6% | -2% | 3.8%
C=CCn1c(CCNC(=O)c2cccs2)n[nH]c1=S | -8% | 9% | 1.9% | 3% | -0.4% | 7% | 9% | -7% | -1.2%
O=C(NNc1ccc(-c2csnn2)cc1)c1cc(Cl)cc(Cl)c1 | . | 15% | 10% | -12% | -0.4% | 7% | . | 1% | .
O=C(Cc1ccccc1)N1CCCC(c2nc(-c3cccs3)no2)C1 (centres undefined) | -1% | 4% | 0.1% | -1% | 0.2% | 9% | -1% | -2% | 1.7%
CC(C)(C)CC(=O)NCCCCCCNC(=O)CC(C)(C)C | 1% | 0% | 0.4% | -11% | -1.6% | 8% | -3% | -3% | 0.9%
COc1ccc(CN2CCNC(=O)C2CC(=O)O)cc1OC (centres undefined) | -1% | 0% | 1.8% | -28% | 1.3% | 2% | -13% | -2% | -0.7%
COC(=O)c1c(O)cc(C(C)(C)C)n(-c2ccc(F)cc2)c1=O | -10% | -9% | 0.2% | -5% | 0.0% | 5% | -3% | 0% | -0.1%
CCOC(=O)N1CCN(C(=S)Nc2cc(OC)c(OC)cc2C(=O)OC)CC1 | -1% | 6% | 0.1% | 2% | 0.1% | 1% | -30% | -4% | 3.5%
COc1ccc(CCC(=O)N/N=C(\C)c2ccc3c(c2)OCO3)cc1 | 4% | 2% | 1.2% | -3% | -0.5% | 9% | 5% | -4% | .
N[C@H](CSCc1ccccc1)C(=O)Nc1ccc([N+](=O)[O-])cc1 | -7% | -6% | 3.4% | 29% | 0.1% | 1% | 3% | -3% | .
COc1cccc(CN(C)C(=O)c2ccccc2Sc2ccccc2C#N)c1 | 3% | -14% | 6.7% | -4% | -0.5% | 19% | 7% | -7% | .
Cc1ccc(NS(=O)(=O)c2cccc(C(=O)O)c2)cc1S(=O)(=O)N1CCCCC1 | -1% | 1% | 0.3% | 4% | 0.0% | 7% | -10% | -4% | -0.3%
Fc1ccc(/C=N/NC(=S)Nc2cccnc2)cc1F | -1% | -2% | 1.9% | -7% | -0.3% | 6% | 13% | 3% | .
COc1ccc(NC(=S)Nc2ccc(OC(F)F)cc2)cn1 | -2% | -8% | 4.2% | -2% | -0.1% | 2% | 10% | -5% | -0.8%
CCOc1ccccc1C(=O)NC1CCN(CC(=O)Nc2cc(OC)ccc2OC)CC1 | -8% | -3% | 1.8% | -1% | -0.3% | 7% | 10% | -4% | . | NS5 inhibitors pilot replicate=-3.4
COC(=O)CSc1nnc(-c2ccc(S(=O)(=O)NCc3ccccc3Cl)cc2)o1 | 0% | 2% | 0.4% | -1% | 0.3% | 5% | 2% | -6% | -0.5% | NS5 inhibitors pilot replicate=-2.1
CCOc1ccc(Cc2nc(-c3nonc3N)no2)cc1OCC | -3% | 5% | 2.5% | 5% | . | 7% | -6% | 11% | 3.0%
Cc1ccc(C2NNC(=O)C2NC(=O)c2ccccc2)cc1 (centres undefined) | 1% | 1% | 0.7% | 34% | 0.1% | 12% | 14% | -2% | 1.8%
COCC(=O)Nc1cc(OC)cc(OC)c1 | 6% | -5% | 1.9% | -5% | 0.3% | 5% | -2% | -7% | -3.1%
Cc1ccc(-c2n[nH]c(=S)n2/N=C/c2sccc2C)cc1 | 4% | -13% | . | 3% | 0.9% | 13% | 6% | 0% | .

Quoted at random: 2 entries already listed
SMILES | NS5 inhibitors | GPR35 arrestin U2OS | RSV CPE inhibition | Salmonella PhoP GFP | West Nile antiviral | Large T inhibition | MgcRacGAP inhibition | LYP phosphatase | ER stress rescue | others
COc1cccc(CN(C)C(=O)c2ccccc2Sc2ccccc2C#N)c1 | 3% | -14% | 6.7% | -4% | -0.5% | 19% | 7% | -7% | .
COc1ccc(NC(=S)Nc2ccc(OC(F)F)cc2)cn1 | -2% | -8% | 4.2% | -2% | -0.1% | 2% | 10% | -5% | -0.8%

(continued)
SMILES | NS5 inhibitors | GPR35 arrestin U2OS | RSV CPE inhibition | Salmonella PhoP GFP | West Nile antiviral | Large T inhibition | MgcRacGAP inhibition | LYP phosphatase | ER stress rescue | others
Cc1cccc(C2NC(=O)c3ccccc3O2)c1 (centres undefined) | -6% | -7% | 1.6% | -1% | -0.4% | 7% | 9% | -4% | . | NS5 inhibitors pilot replicate=-2.7
Cc1cc(=O)[nH]c(N/N=C/c2ccc(O)c(O)c2)n1 | 5% | 17% | 0.5% | 2% | -0.1% | 35% | 21µM* | -4% | .
CC(C)Cc1ccc(CN2CCC(n3nccc3NC(=O)C3CCCC3)CC2)cc1 | -4% | 0% | -1.1% | -5% | -1.4% | 23% | 10% | -9% | .
CC(=O)N1CCN(c2c(F)c(F)c(C(F)(F)F)c(F)c2F)CC1 | -7% | -2% | . | 3% | -1.4% | 17% | 9% | -1% | 1.2%
N#Cc1c(N)nc(SCC(=O)OCc2ccccc2)c(C#N)c1-c1ccco1 | -1% | 0% | 2.5% | 3% | -0.4% | 0% | 4% | -2% | 1.3%
CC(C)c1ccc2c(c1)C1(NN=C(c3ccccc3)S1)C(=O)N2 (centres undefined) | 14% | 1% | -5.2% | 3% | -0.4% | 36% | 3% | -2% | 2.0%
CC(C)(C)NC(=O)COc1ccc(CNc2ccc3[nH]c(=O)[nH]c3c2)cc1 | -12% | 3% | 0.5% | 1% | -0.1% | 17% | 24% | -2% | -1.1% | NS5 inhibitors pilot replicate=-2.0
COc1ccc(OC)c(C(=O)COC(=O)c2ccccc2O)c1 | -3% | -11% | 1.5% | -1% | 0.3% | 2% | 1% | -5% | 2.3% | NS5 inhibitors pilot replicate=-1.2
O=C(Nc1ccc(N2CCOCC2)cc1)c1c(F)cccc1Cl | 1% | 13% | 0.8% | -2% | 0.7% | 12% | 12% | -6% | -0.4%
COc1cc(/C=N/n2nnnc2N)ccc1OC(C)C | -6% | -6% | 12% | 0% | -0.3% | 8% | 5% | -6% | .
O=C(NCc1ccc2c(c1)OCO2)C1CCC(CNS(=O)(=O)c2ccccc2)CC1 (centres undefined) | 9% | -7% | -0.7% | 9% | 0.1% | 1% | 15% | 1% | 1.2%
CCn1ncc([N+](=O)[O-])c1C(=O)Nc1cc(C)on1 | 8% | -9% | 0.6% | 5% | 1.0% | 0% | 8% | -6% | 10%
CS(=O)(=O)N1c2cccc3cccc(c23)S1(=O)=O | -7% | 6% | 1.4% | 4% | 0.7% | 6% | 6% | -7% | .
CCOc1cnn(Cc2ccccc2)c(=O)c1SCc1ccccc1 | -3% | -14% | 7.5% | 16% | -0.8% | 6% | 1% | -11% | -2.2%
O=C1CC(c2cccc(F)c2)C2=C(CCCC2=O)N1 (centres undefined) | -8% | -7% | -0.1% | 9% | 1.1% | -4% | 6% | -7% | -0.3%
Cc1ccsc1C(=O)N1CC(=O)Nc2ccccc21 | 2% | 5% | 2.5% | 0% | -0.3% | 9% | 7% | -7% | -1.2%
CCCc1cc(C(=O)N2CCCC(C(=O)c3cc(C)c(OC)c(C)c3)C2)n(C)n1 (centres undefined) | -14% | -2% | 5.9% | 4% | 0.0% | -12% | 5% | -8% | .
COc1ccc(/C=C/c2ccccc2)cc1[C@H]1[C@H]2C=CC[C@@H](C)[C@@H]2C(=O)N1Cc1ccccc1 | 0% | 0% | 4.7% | -3% | 0.4% | 1% | 0% | 3% | .
O=C(COc1cc(Cl)c(Cl)cc1Cl)NCCN1CCOCC1 | -3% | -10% | 2.6% | 5% | -0.3% | 3% | -2% | -6% | -0.3%
Cc1cc(=O)oc(C)c1C(=O)NC12CC3CC(CC(C3)C1)C2 | 5% | -3% | -0.2% | 2% | -0.2% | 1% | 10% | -7% | 0.3%
CC(=O)NC(CCS(C)(=O)=O)C(=O)Nc1ccc2c(c1)OCCO2 (centres undefined) | 0% | 5% | 2.0% | 3% | -0.4% | 4% | 5% | -10% | -0.5%
O=C(CN1CCN(c2ccccn2)CC1)Nc1cc(C(F)(F)F)ccc1Cl | -3% | 2% | 7.4% | 1% | -0.2% | 5% | -1% | 0% | 0.3%
CC(=O)Nc1c(C(=O)N2CCOCC2)cnn1-c1ccc(C)c(C)c1 | -1% | 24% | 3.0% | 7% | -0.2% | 13% | 8% | -5% | 1.9%
COc1ccc(CN2CCN(C(C)C(=O)N3CCc4ccccc43)CC2)cc1OC (centres undefined) | 5% | 14% | -0.1% | 6% | -1.0% | 0% | 8% | -4% | .
COc1cccc(NC(=O)N2CCN(c3nc(-c4cccc(OC)c4)cs3)CC2)c1 | 6% | -20% | 14% | -6% | -0.2% | 5% | 10% | 3% | .

Carrying on:
SMILES | NS5 inhibitors | GPR35 arrestin U2OS | RSV CPE inhibition | Salmonella PhoP GFP | West Nile antiviral | Large T inhibition | MgcRacGAP inhibition | LYP phosphatase | ER stress rescue | others
COc1cccc(N2CCN(C(=O)CCC(=O)N3CCOc4ccc(C)cc43)CC2)c1 | -5% | -7% | 1.3% | . | -0.8% | 11% | 0% | -8% | .
CCOC(=O)N1CCN(C(=O)c2cc3c(=O)n4cccc(C)c4nc3s2)CC1 | -2% | -12% | 2.8% | -11% | -0.2% | 7% | 6% | -12% | .
CSCCC(NS(=O)(=O)c1ccc2c(c1)oc(=O)n2C)C(=O)NC1CCCCC1 (centres undefined) | -5% | 5% | 0.1% | -2% | -0.1% | 2%&9% | 8% | -3% | .
O=C(NCc1ccccc1)C1=C[C@H](c2ccc(Br)cc2)C[C@H](OCCCCO)O1 | -1% | . | 2.0% | 0% | -0.5% | 23% | 4% | . | .
Cn1c(N)c(C(=O)COC(=O)c2ccco2)c(=O)n(C)c1=O | -1% | 8% | 0.7% | -4% | -0.3% | 10% | 15% | -16% | 0.7%
CCOC(=O)CN1C(=O)/C(=C/c2c(F)cccc2Cl)Oc2ccccc21 | -2% | -3% | ? | 5% | -2.0% | 8% | -9% | -4% | .
CSc1nc(Nc2ccc(Cl)cc2)c(C#N)c(=O)[nH]1 | 2% | -7% | -1.5% | 0% | 1.5% | 13% | 10% | -5% | .
